RXFP1 antagonist: blocks the human relaxin receptor RXFP1. HEK293-RXFP1, relaxin-stimulated cAMP HTRF, 30 min; hits give low values. activity change, negative = inhibition, % at 57.5 µM. 350,000 compounds, 0.59% hits;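 active means activity change of -60% or lower, but not beyond a set lower limit; inconclusive means change between -60% and -40%, or beyond the set limit; inactive means change above -40%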; further: on the % scale 0 is the no-effect control and ±100 the full control effect
D1 ag: activates the human D1 dopamine receptor | activation, % at 2 µM | 360,000 compounds, 1% hits | HEK293 T-REx D1 cells, calcium flux, agonist mode; further: 0% is about no effect
Target sequence (P21728 whole entry, looked up): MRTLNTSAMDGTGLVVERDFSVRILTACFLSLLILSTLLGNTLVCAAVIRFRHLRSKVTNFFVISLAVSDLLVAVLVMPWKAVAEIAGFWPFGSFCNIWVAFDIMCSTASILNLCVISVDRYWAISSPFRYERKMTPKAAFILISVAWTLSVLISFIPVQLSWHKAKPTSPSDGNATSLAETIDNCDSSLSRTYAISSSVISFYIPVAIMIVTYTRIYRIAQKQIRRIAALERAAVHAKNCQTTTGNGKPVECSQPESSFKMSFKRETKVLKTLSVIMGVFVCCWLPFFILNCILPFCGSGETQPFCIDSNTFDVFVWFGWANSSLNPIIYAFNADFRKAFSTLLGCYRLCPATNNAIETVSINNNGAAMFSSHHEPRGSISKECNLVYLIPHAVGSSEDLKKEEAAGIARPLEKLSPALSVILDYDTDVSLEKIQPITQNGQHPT
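Agonism was scored from calcium flux recorded over 180 s (1 read/s) after pintool compound addition, following a 10-cycle baseline. Cells were inducible force-coupled HEK293 TREx D1, plated overnight at 30 C and loaded with no-wash calcium dye.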
D1 antagonist: blocks dopamine activation of the human D1 receptor | P21728 | 360,000 compounds, 3.2% hits | activity change, negative = inhibition, % at 10 µM | HEK293 TREx D1 cells, calcium flux, dopamine EC80; hits give low values; in the data active means activity change below about -30%; further: on the % scale 0 is the no-effect control and ±100 the full control effect
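Compound effects on dopamine-evoked calcium signalling were measured in tetracycline-induced HEK293 Trex D1 cells. Dopamine at EC80 followed a 180 s compound pre-read, and fluorescence was tracked kinetically for 180 s more.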
D2 ag: agonists of human D2 dopamine receptor; P14416; activation, % at 2 µM; 340,000 compounds, 0.53% hits; HEK293 T-REx D2 cells, calcium flux agonist mode;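 active means activation over 3 SD above normal in the single-dose calcium agonist read, cut at about 30% in these data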; further: 0% is about no effect
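Agonism scored from kinetic calcium signal (1 read/sec, 180 s) following compound pin transfer, after a 10 s baseline. Cells: HEK293 Trex line expressing inducible D2 receptor coupled to calcium, dye-loaded after overnight culture at 30 C.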
TRHR enhancer: allosteric enhancers of human TRH receptor | 360,000 compounds, 0.66% hits | AID 493056 | P34981 | TRHR cells, fluo-8 calcium fluorescence, EC20 TRH enhancement | enhancement, % at 2 µM; in the data active means enhancement above about 30%; further: 0% is about no effect
Target sequence (P34981 whole entry, looked up): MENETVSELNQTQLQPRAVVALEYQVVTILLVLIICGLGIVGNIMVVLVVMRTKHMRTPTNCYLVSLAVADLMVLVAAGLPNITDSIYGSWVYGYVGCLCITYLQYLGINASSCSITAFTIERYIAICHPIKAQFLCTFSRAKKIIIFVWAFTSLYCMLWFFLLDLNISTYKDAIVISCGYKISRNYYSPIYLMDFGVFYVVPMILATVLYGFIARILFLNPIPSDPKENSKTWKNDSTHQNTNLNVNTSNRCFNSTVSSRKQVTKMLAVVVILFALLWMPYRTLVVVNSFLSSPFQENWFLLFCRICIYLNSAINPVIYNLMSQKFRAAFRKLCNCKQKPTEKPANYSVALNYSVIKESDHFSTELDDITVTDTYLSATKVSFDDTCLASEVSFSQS
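TRHR-expressing cells loaded with fluo-8 calcium dye were read kinetically (ex 480/em 530) during compound addition, then stimulated with an EC20 of TRH (10 nM final). Enhancement of the Gq-mediated intracellular calcium response was scored.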
D2 antagonist: antagonizes the human D2 dopamine receptor. P14416. HEK293 TREx D2 cells, calcium flux, dopamine EC80. inhibition, % at 10 µM. 340,000 compounds, 2% hits. AID 485344; in the data active means inhibition above about 30%; further: 0% is about no effect
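Measurement of antagonist activity uses fluorescent calcium dye in inducible HEK293 T-REx D2 cells: 10 s baseline, compound addition with 180 s read, EC80 dopamine addition with a further 180 s read.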
TRHR agonist: TRH receptor (human) agonism | activation, % at 2 µM | 360,000 compounds, 0.18% hits | AID 493084 | TRHR cells, calcium flux fluo-8, FDSS agonist mode; further: 0% is about no effect
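Steps: seed TRHR cells overnight; add fluo-8 no-wash Ca dye, RT 30 min–1.5 h; record 10 s baseline; pin-transfer compounds; monitor fluorescence 1 cycle/s for the agonist window. Calcium increases flag candidate agonists.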
D1 PAM: enhances dopamine response at the human D1 receptor; P21728; HEK293 TREx D1 cells, calcium flux, dopamine EC20 potentiation; potentiation, % at 10 µM; 360,000 compounds, 0.036% hits; AID 504651; in the data active means potentiation above about 30%; further: 0% is about no effect
D2 potentiator: D2 dopamine receptor (human) potentiation; HEK293 T-REx D2, calcium flux, EC20 dopamine potentiation; 340,000 compounds, 0.34% hits; P14416; potentiation, % at 10 µM; AID 485347;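 active means potentiation over 3 SD above the plate norm, cut at about 30% in these data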; further: 0% is about no effect
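Tetracycline-induced HEK293 T-REx cells force-coupled to calcium signalling expressed D2; compounds were pin-added after a 10 s baseline, read kinetically 180 s, then an EC20 dopamine challenge followed with a further 180 s calcium read.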
* = called active by the depositor; ? = inconclusive; . = no result given. Unless noted, no stated cut-off is given here; in the data, active means activation above about 30%; inactive means the rest.

SMILES	RXFP1 antagonist	D1 ag	D1 antagonist	D2 ag	TRHR enhancer	D2 antagonist	TRHR agonist	D1 PAM	D2 potentiator
CCn1c(C)c(C2=CCN(S(=O)(=O)c3ccccc3)CC2)c2ccccc21	-9	1	7	0.4	-3	-5	0.4	-2	-3
COc1cccc(NC(=O)Nc2nc(SC(C)(C)C)ns2)c1	-33	30	-40*	12	-10	3	5.4	-8	0
CC(C)C(NC(=O)OCc1ccccc1)C(=O)NC(Cc1ccc(O)cc1)C(=O)O (configuration not stated)	2	4	0	-0.9	-1	-1	-0.3	6	0
COc1cccc(N2CC(C(=O)Nc3ccc(C(=O)OC(C)C)cc3)CC2=O)c1 (configuration not stated)	4	17	-30*	0.1	-1	-17	-0.6	-7	10
O=[N+]([O-])c1cccc(-c2ccc(SCc3cccnc3)nn2)c1	-16	1	-17	-0.6	-1	-7	-0.6	1	1
CCN(CC)c1ccc2c(c1)CCCN2	.	0	21	-0.5	-1	-6	0.6	-4	0
O=C(NNC(=O)c1ccc(S(=O)(=O)N2CCCCC2)cc1)c1ccccc1	6	2	10	0.3	-1	3	0.0	-4	.
CC(C)NC(=O)[C@@H]1CSC2c3ccccc3C(=O)N21 (some centres not stated)	12	8	-9	-1.9	7	-40	-0.7	-5	-10
O=C1CC(c2ccccc2)CC(O)=C1C=NCCc1ccccc1 (configuration not stated)	-18	1	28	0.6	18	18	-0.4	-2	0
O=C(C1CC1)N1CCc2cc(S(=O)(=O)NC3CCN(Cc4ccccc4)CC3)ccc21	9	4	12	-0.9	-2	13	-0.2	-5	-2
CC1CCCC(NC(=O)CCS(=O)(=O)c2ccc3c(c2)NC(=O)CS3)C1C (configuration not stated)	-9	3	-12	0.8	-4	7	-0.1	-6	-1
Cc1cccc(NC(=O)c2cc3ccccc3oc2=O)c1	6	1	9	0.2	1	3	0.2	-18	3
O=c1ccc(S(=O)(=O)N2CCCC2)cn1Cc1ccc(Cl)cc1Cl	6	9	-9	-0.1	-4	2	0.6	-8	-4
COc1ccc(OC)c(Nc2nc(N)c([N+](=O)[O-])c(NC3CCCCC3)n2)c1	-1	2	1	-0.5	8	7	1.0	-3	-13
CCc1cccc(OCC(=O)Nc2ccccc2N2CCCC2)c1	-37	1	16	-0.1	-5	13	0.0	-6	-4
COc1ccc(C(=O)NNc2ncnc3c2cnn3-c2ccc(C)cc2C)cc1	-2	-4	-2	-1.0	0	.	-0.9	0	-5
CC1OC(Oc2c(-c3cc(O)c(O)c(O)c3)oc3cc(O)cc(O)c3c2=O)C(O)C(O)C1O (configuration not stated)	.	3	2	-0.1	-7	5	-1.3	4	8
Cc1c(OCC(=O)Nc2cccnc2)ccc2c3c(c(=O)oc12)CCC3	-12	3	7	-0.4	3	-10	-0.8	3	4
CCCOC(=O)c1cccc(NC(=O)COc2ccc([N+](=O)[O-])cc2)c1	-19	4	-13	-0.8	3	33*	0.5	-16	-22
Cc1ccc(CN2CCC(CNc3ncnc4onc(-c5ccc(F)cc5)c34)CC2)cc1	-17	5	-23	0.6	4	.	1.0	0	-9
COc1ccc(C(=O)NC(Oc2ccccc2)C(Cl)(Cl)Cl)cc1 (configuration not stated)	16	9	-80*	-0.5	19	7	-2.7	-10	8
O=C(NCCN1CCCC1)c1ccc2c(=O)n(CCc3ccccc3)c(=O)[nH]c2c1	4	2	-14	.	3	.	0.3	-8	.
O=S(=O)(c1ccc(S(=O)(=O)N2CCN(C/C=C/c3ccccc3)CC2)cc1)N1CCCC1	-2	2	3	1.2	-5	-1	1.7	-3	-3
CCOC(=O)c1c(NC(=O)Nc2ccc(F)cc2)sc(C(=O)N(C)C)c1C	-3	0	-24	-1.4	4	.	0.3	0	6
COc1ccc(OC)c(/C=C/C(=O)N2CCCc3ccccc32)c1	?	1	11	0.1	-6	8	-0.9	1	.

Next part:
SMILES	RXFP1 antagonist	D1 ag	D1 antagonist	D2 ag	TRHR enhancer	D2 antagonist	TRHR agonist	D1 PAM	D2 potentiator
O=C(Nc1cccc2c1C(=O)NC2=O)c1ccc(S(=O)(=O)N2CCCC2)cc1	-4	3	1	0.7	-1	-7	0.8	-4	11
COc1ccccc1C1c2[nH]c3ccccc3c2CCN1Cc1ccc(NC(C)=O)s1 (configuration not stated)	-1	2	12	-0.9	2	15	-2.3	4	3
O=C(COc1ccc([N+](=O)[O-])cc1)NC(=O)NC1CCS(=O)(=O)C1 (configuration not stated)	-4	5	-45*	-0.1	6	26	0.1	-6	-2
COCCN1C(=O)c2ccc(C(=O)O)cc2C1=O	3	3	22	-0.3	6	-4	1.7	-2	39*
COc1ccccc1C(=O)NC(=O)COC(=O)CN1C(=O)NC2(CCCCC2C)C1=O (configuration not stated)	10	1	8	-1.1	4	6	-0.4	0	5
O=C(NC(=S)NCC1CCCO1)c1cccc([N+](=O)[O-])c1 (configuration not stated)	7	1	19	-0.6	2	19	0.2	-5	14
Cc1cc(C(=O)NC(C)c2ccncc2)no1 (configuration not stated)	22	7	-10	0.8	9	-3	0.1	1	13
CCn1c(=O)c(C(=O)CN2CCN(S(=O)(=O)c3ccc(C)cc3C)CC2)c(N)n(Cc2ccccc2)c1=O	-4	3	-9	-0.2	4	8	-0.3	-2	-3
CN(C)C(/C=C/Nc1ccc(Br)cc1)=C(C#N)C#N	2	0	-5	0.0	-2	-7	0.9	-4	1
COc1cc(NC(=S)N2CCN(C)CC2)cc(OC)c1	17	8	-6	-1.6	-6	-20	0.5	13	-2
COc1ccc(-n2c(C)nc3cc(C(=O)N4CCOCC4)ccc32)cc1	3	11	-24	-2.1	3	-3	0.1	8	-5
Clc1ccc(CNC2CCN(Cc3ccccc3)CC2)cc1	3	14	-3	2.8	-1	-12	1.7	-8	1
CC(CN1CCCCC1)OC(=O)C1c2ccccc2Oc2ccccc21 (configuration not stated)	-5	2	0	-2.3	-3	-13	0.4	-7	-5
COc1cc(C(=O)OCC(=O)Nc2ccccc2C(=O)NC2CC2)c([N+](=O)[O-])cc1OC	6	-1	0	-0.2	-3	34*	-0.2	-3	-10
COc1ccc(C(=O)Nc2nnc(S(=O)(=O)N3CCN(c4ccc(F)cc4)CC3)s2)cc1	-21	1	-5	-0.5	-4	.	-0.1	2	-9
CCNC(=S)NS(=O)(=O)c1ccc(Cl)cc1	-10	4	21	0.5	-3	3	0.1	-1	-4
Cc1ccc(CC(=O)NCc2ccc(Cl)cc2)cc1	-7	2	-1	-1.2	-4	53*	0.6	2	1
CCOC(=O)C1CCN(S(=O)(=O)c2ccc(-n3cnnn3)c(C)c2)CC1	1	4	-15	0.1	-4	9	0.5	-6	-8
O=C(O)CCCC(=O)N1CCCC1	-5	0	-8	-0.3	-1	11	0.3	-3	-5
CN(CC(=O)Nc1ccccc1C(F)(F)F)C(=O)C1=COCCO1	0	3	20	-1.2	-2	-15	0.1	-9	-4
Cc1ccc(CNC(=O)Cc2nc3nc(C)cc(C)n3n2)cc1	0	0	12	1.2	6	1	0.3	-3	-5
O=C(COc1ccccc1)Nc1ccc2nc(SCC(=O)N3CCc4ccccc43)sc2c1	.	7	-10	4.3	7	.	-1.1	-1	-13
O=C(Cc1ccsc1)Nc1ccccc1F	-19	2	5	0.8	-1	-11	1.9	-2	-7
N#C/C(=C\c1ccccc1)C(=O)Nc1sc2c(c1C(N)=O)CCC2	.	0	-14	-0.1	-3	.	0.4	2	1
CCOC(=O)c1ccc(CN(Cc2ccccc2)S(=O)(=O)c2ccc(Cl)cc2)cc1	-3	19	-17	-0.7	-2	.	2.6	-3	-20

An excerpt of these results, in markdown.
| mol | RXFP1 antagonist | D1 ag | D1 antagonist | D2 ag | TRHR enhancer | D2 antagonist | TRHR agonist | D1 PAM | D2 potentiator |
| --- | --- | --- | --- | --- | --- | --- | --- | --- | --- |
| O=C(Nc1cccc2c1C(=O)NC2=O)c1ccc(S(=O)(=O)N2CCCC2)cc1 | -4 | 3 | 1 | 0.7 | -1 | -7 | 0.8 | -4 | 11 |
| COc1ccccc1C1c2[nH]c3ccccc3c2CCN1Cc1ccc(NC(C)=O)s1 (configuration not stated) | -1 | 2 | 12 | -0.9 | 2 | 15 | -2.3 | 4 | 3 |
| O=C(COc1ccc([N+](=O)[O-])cc1)NC(=O)NC1CCS(=O)(=O)C1 (configuration not stated) | -4 | 5 | -45* | -0.1 | 6 | 26 | 0.1 | -6 | -2 |
| COCCN1C(=O)c2ccc(C(=O)O)cc2C1=O | 3 | 3 | 22 | -0.3 | 6 | -4 | 1.7 | -2 | 39* |
| COc1ccccc1C(=O)NC(=O)COC(=O)CN1C(=O)NC2(CCCCC2C)C1=O (configuration not stated) | 10 | 1 | 8 | -1.1 | 4 | 6 | -0.4 | 0 | 5 |

Additional structures.
SMILES	RXFP1 antagonist	D1 ag	D1 antagonist	D2 ag	TRHR enhancer	D2 antagonist	TRHR agonist	D1 PAM	D2 potentiator
CC(C)C(=O)Nc1ccc(NC(=S)NC(=O)c2cc3ccccc3o2)cc1	-2	3	-13	0.4	6	-1	0.2	-1	-6
CCc1ccc(C(=O)c2cn(CC(=O)NC3CCCCC3)c3nc(C)ccc3c2=O)cc1	5	2	10	-0.6	1	.	0.0	4	-3
CCC(C)N(C(=O)Cn1nnc(-c2ccc(Cl)cc2)n1)C1CCS(=O)(=O)C1 (configuration not stated)	1	7	4	-1.0	-2	11	-1.3	0	4
O=C(NC1CCCC1)c1cnc2n(c1=O)CCS2	-2	1	5	0.2	2	-3	0.4	4	0
Cc1ccc(S(=O)(=O)Nc2ccc(C(=O)NCc3ccccn3)cc2)cc1	1	6	1	-0.2	3	1	0.9	0	-6
CN(C)C(CNC(=O)c1ccc2c(=O)n(-c3ccccc3F)c(=S)[nH]c2c1)Cc1ccccc1 (configuration not stated)	-23	-2	0	.	-2	.	-0.5	-1	-7
O=C1COc2ccc(C(=O)COC(=O)c3cccnc3Cl)cc2N1	-18	4	-17	1.7	-9	5	-0.4	1	7
COc1cc(OC)cc(C(=O)Nc2ccc(C(=O)NCC3CCCO3)cc2)c1 (configuration not stated)	-5	1	-13	-0.4	-4	-8	0.3	-9	12
COc1ccc(C)cc1C(=O)CCC(=O)NCCc1ccc(S(N)(=O)=O)cc1	14	4	-9	0.6	-3	5	0.0	2	1
O=C(NCc1ccccc1Cl)C1CCC(CNS(=O)(=O)c2ccc(Cl)cc2)CC1 (configuration not stated)	2	5	-11	-0.6	-8	.	0.0	-2	5
O=C1c2ccccc2C(=O)N1CC(=O)N1c2ccccc2Sc2ccc(C(F)(F)F)cc21	.	5	-14	2.5	3	-4	0.6	-4	7
COc1ccc(OC)c(C2CC(=O)c3c([nH]c(C(=O)OCc4ccc(C)cc4)c3C)C2)c1 (configuration not stated)	16	5	-2	1.0	-2	.	1.6	-3	0
COc1ccc(OCc2nnc(SCC(=O)Nc3cccc(C(C)=O)c3)o2)cc1	-3	18	7	0.7	0	-25	-0.1	.	8
Cc1ccc(CCNC(=O)CN2CCN(Cc3ccccc3F)C2=O)cc1	3	0	0	-0.4	-1	1	1.0	6	18
COc1cccc(OC)c1C(=O)Nc1ccc(CN2CCOCC2)cc1	-19	1	12	-1.4	0	-14	0.1	10	-20

Assay outcomes from PubChem.
